PhoP GFP inhibition: Inhibition of PhoP regulon, Salmonella typhi GFP reporter cells, confirmation, 4 h (AID 1850); Salmonella Typhi PhoP-promoter GFP reporter, fluorescence, 4 h; higher % means a stronger effect; one-dose inhibition, % at 50 µM; IC50 in µM for titrated hits; 310,000 compounds, 0.33% hits; in the data active = a potency from the dose series; inconclusive = inhibition mostly from about 25% at the one dose, without a potency; inactive = the rest, 99 in 100 with inhibition below about 19%;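 note: 0% = induced wells with vehicle and 100% = uninduced wells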
M. tuberculosis HTS: M. tuberculosis growth inhibition, HTS (AID 449762). inhibition, % at 25 µM, or IC50 in µM where a hit was titrated. 330,000 compounds, 0.59% hits. M. tuberculosis H37Rv growth inhibition, 7H9 media; higher % means a stronger effect; in the data active = a potency from the dose series; inconclusive = inhibition above about 70% without an active follow-up result;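 note: bacterial growth assessed after seven days of incubation; strong numbers were not always called active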
M. tuberculosis: growth inhibition of non-replicating M. tuberculosis (AID 488890); Mycobacterium tuberculosis non-replicating, growth inhibition; higher % means a stronger effect; one-dose inhibition, % at 25 µM; IC50 in µM for titrated hits; 320,000 compounds, 0.39% hits; in the data active = a potency from the dose series; inconclusive = inhibition mostly from about 82% at the one dose, without a potency; inactive = the rest, 99 in 100 with inhibition below about 76%;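 note: plate controls were DMSO cells for no effect and high antibiotic wells for full effect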
VEEV TC-83 Vero: inhibitors of VEEV TC-83 cytopathic effect, confirmation, Vero cells (AID 588727); Vero cells, VEEV TC-83 cytopathic effect inhibition; higher % means a stronger effect; one-dose inhibition, % at 20 µM; IC50 in µM for titrated hits; 350,000 compounds, 0.13% hits; in the data active = a potency from the dose series; inconclusive = inhibition mostly from about 14% at the one dose, without a potency; inactive = the rest, 99 in 100 with inhibition below about 12%; note: strong numbers were not always called active
H1N1 NS1A inhibition: H1N1 influenza NS1A inhibitors, functional cell based assay (AID 504329). 340,000 compounds, 0.3% hits. NS1A functional cell-based assay, percent inhibition; higher % means a stronger effect. one-dose inhibition, % at 12.5 µM; IC50 in µM for titrated hits; in the data active = a potency from the dose series; inconclusive = inhibition above about 27% without an active follow-up result; note: strong numbers were not always called active
VEEV TC-83 Vero 10K pilot screen: second read-out of VEEV TC-83 Vero, no call of its own (marks repeat the call); inhibition, %; measured here: 10K pilot screen inhibition
The depositor's hits bear a star; i = inactive; ? = inconclusive; nt = not tested or not shown.

SMILES | PhoP GFP inhibition | M. tuberculosis HTS | M. tuberculosis | VEEV TC-83 Vero | H1N1 NS1A inhibition | others
COc1ccc(-n2cnc3sccc3c2=O)cc1 | 0% | -5% | 4% | 0.2% | -9%
Cn1c(SCC(=O)Nc2cccc(S(=O)(=O)N3CCOCC3)c2)nnc1-c1ccncc1 | 10% | 4% | -3% | 4.3% | -1%
Cc1nc(C)c(C(=O)OCC(=O)N2CCN(c3ccccc3)CC2)s1 | -2% | 1% | 6% | i | -3%
Cc1cc(C)c2cc(CN(Cc3ccco3)C(=O)NCc3ccccc3)c(=O)[nH]c2c1 | 1% | -3% | 20% | 8.5% | 10%
O=C(O)COc1ccc(NC(=O)c2ccc3c(c2)C(=O)N(Cc2ccccc2)C3=O)cc1 | -1% | 3% | 2% | 0.9% | -5%
CCC1=NN2C(=N)/C(=C/c3cc(C)n(Cc4ccccc4)c3C)C(=O)N=C2S1 | 3% | -6% | 35% | 2.8% | -1%
S=c1nc[nH]c2c1ncn2C1CCCO1 (stereo unspecified) | 14% | ? | ? | i | 17%
COc1cccc(NC(=O)C2C3C=CC(O3)C2C(=O)O)c1 (stereo unspecified) | -1% | -1% | -7% | i | -2%
O=C(Nc1ccc2[nH]ccc2c1)c1cccs1 | 0% | 2% | 5% | 0.0% | -9%
Cc1ccc(C)c(Cn2nnc3c(=O)[nH]c(C4CCCN(C(=O)c5cccs5)C4)nc32)c1 (stereo unspecified) | 4% | 9% | 25% | 6.0% | 9%
Cc1nc(C(=O)NNC(=O)c2ccc(C(F)(F)F)cc2)cs1 | 7% | 52% | ? | 5.0% | nt
COC(=O)c1cccc(NC(=O)c2ccc3c(c2)C(=O)N(CC2CCCO2)C3=O)c1 (stereo unspecified) | 12% | -2% | -5% | 4.3% | 1% | VEEV TC-83 Vero 10K pilot screen=0.4
COc1ccccc1N1CCN(S(=O)(=O)c2cc(C(F)(F)F)cc(C(F)(F)F)c2)CC1 | 1% | 6% | -5% | 1.6% | -2%
CCN(Cc1ccc2c(c1)OCO2)C(=O)/C=C/c1cccc(Br)c1 | 0% | 23% | 33% | 3.2% | 7%
COc1cccc(/C=N/NC(=O)c2cc3c(OC)c(OC)ccc3[nH]2)c1OC | nt | nt | nt | 11% | 4%
CC(=O)c1nn(-c2cccc(Br)c2)cc1C(=O)c1ccccc1 | -10% | -5% | -8% | 3.6% | -10%
COC(=O)Nc1ccc(S(=O)(=O)N(CCO)CC(F)(F)C(F)F)cc1 | 7% | -2% | -5% | i | -2%
Cc1cc(O)c(NC(=O)c2ccc(Br)o2)cc1C | -5% | -25% | 59% | 1.7% | -1% | VEEV TC-83 Vero 10K pilot screen=2.4
CCOc1ccc(Oc2c(C)oc3cc(O)ccc3c2=O)cc1 | 2% | -7% | 18% | 3.1% | -10%
CC(C)(SC(=S)N1CCOCC1)C(=O)O | 0% | -2% | -6% | 0.8% | -2%
O=C(COC(=O)CSc1cc(Cl)ccc1Cl)NCc1ccc2c(c1)OCO2 | -20% | -8% | 12% | 0.4% | -12%
CC(=O)c1cc(-c2ccccc2)n(CC(=O)NC2CCCC2)c1C | -3% | 0% | 4% | 0.3% | -6%
COc1cccc(N=C2SC(C(=O)Nc3ccc(F)cc3)CC(=O)N2C)c1 (stereo unspecified) | -2% | 7% | 16% | 0.2% | -9%
O=C(NNc1ccc([N+](=O)[O-])cc1)C1CC2CCCC(C1)C2=O (stereo unspecified) | 6% | ? | i | i | 3%
Cc1cccc(OCC(=O)NNC(=O)CSc2ncc(C#N)c(N)n2)c1 | -1% | 2% | -10% | 1.7% | 2%

Brought forward from above: 6 entries, then new ones.
SMILES | PhoP GFP inhibition | M. tuberculosis HTS | M. tuberculosis | VEEV TC-83 Vero | H1N1 NS1A inhibition | others
CC(C)(SC(=S)N1CCOCC1)C(=O)O | 0% | -2% | -6% | 0.8% | -2%
O=C(COC(=O)CSc1cc(Cl)ccc1Cl)NCc1ccc2c(c1)OCO2 | -20% | -8% | 12% | 0.4% | -12%
CC(=O)c1cc(-c2ccccc2)n(CC(=O)NC2CCCC2)c1C | -3% | 0% | 4% | 0.3% | -6%
COc1cccc(N=C2SC(C(=O)Nc3ccc(F)cc3)CC(=O)N2C)c1 (stereo unspecified) | -2% | 7% | 16% | 0.2% | -9%
O=C(NNc1ccc([N+](=O)[O-])cc1)C1CC2CCCC(C1)C2=O (stereo unspecified) | 6% | ? | i | i | 3%
Cc1cccc(OCC(=O)NNC(=O)CSc2ncc(C#N)c(N)n2)c1 | -1% | 2% | -10% | 1.7% | 2%
C=CCN1C(=O)CS/C1=N/c1nccs1 | -2% | -5% | 13% | 0.8% | -1%
C=CCOC(=O)C(=O)/C=C/c1c(C)n(C)n(-c2ccccc2)c1=O | 8% | 7% | -4% | 0.8% | 5%
NC(=O)C1CCN(C(=O)CN(c2cccc(Cl)c2)S(=O)(=O)c2ccccc2)CC1 | -4% | -4% | 10% | 0.7% | -3%
Cc1c(C(=O)OCC(=O)N(C)CC(=O)Nc2ccc(F)cc2)oc2ccccc12 | nt | -1% | -13% | 1.1% | 6%
COc1ccccc1N1CCN(/N=C/C=C/c2ccccc2[N+](=O)[O-])CC1 | 5% | 25% | 10% | 10% | 27%
CCN1C(=O)CC(C(=O)O)SC1=Nc1ccc(OC)cc1 (stereo unspecified) | -13% | -13% | 5% | i | 2%
CCNc1nc(NCC)nc(N(C#N)C(C)C)n1 | 5% | -4% | -8% | i | 1%
CCOC(=O)/C(=N\Nc1cc(Cl)ccc1Cl)N1CCOCC1 | -3% | 4% | 23% | 0.5% | 8%
Cc1ccc(NC(=O)/C=C\C(=O)NCC(=O)O)cc1C | 1% | -6% | 57% | 0.5% | 3%
CCOC(=O)c1c(C)n(C(=O)c2ccco2)c(=O)n1C(=O)c1ccco1 | 6% | -7% | 9% | 1.9% | 0%
Cc1ccc(C(=O)Nc2ccc(F)cc2)cc1NC1=NC2CS(=O)(=O)CC2S1 (stereo unspecified) | -13% | -4% | -9% | 1.1% | 1%
CCCC1(c2ccccc2)NC(=O)N(CC(=O)N2CC(=O)Nc3ccccc32)C1=O (stereo unspecified) | nt | 3% | 9% | 1.7% | -3%
Cc1ccn2c(=O)c(NC(=O)COc3ccccc3)c(C)nc2c1 | -6% | 4% | -3% | 0.2% | -3%
Cc1nc(C(=O)N/N=C/c2[nH]ncc2Br)cs1 | -4% | ? | -17% | 6.5% | 3%
CCOC(=O)c1cnc(-n2nc(C)cc2C)nc1NC(C)c1ccccc1 (stereo unspecified) | 16% | ? | ? | i | -13%
CCN(CC)S(=O)(=O)c1cccc(C(=O)N/N=C/c2ccc(N3CCOCC3)cc2)c1 | -3% | -3% | 12% | i | 1%
COc1ccccc1N1CCN(Cc2cc(=O)c(OCC(=O)NC3CCCC3)co2)CC1 | 3% | -6% | -7% | 1.3% | -2%
CCC(=O)NC(Nc1cccc(C)n1)(C(F)(F)F)C(F)(F)F | -5% | -19% | -3% | 0.3% | 10%
COc1ccc(C(=S)N2CCOCC2)cc1OC(=O)c1cccc([N+](=O)[O-])c1 | 2% | -8% | 21% | i | 15%
COc1cccc(NC(=O)Cn2cc(C(=O)C3CC3)c3ccccc32)c1 | -1% | -1% | -14% | 5.5% | -11%
CCOC(=O)N1CCc2c(sc(NC(=O)CN3CCOCC3)c2C(=O)Nc2ccccc2)C1 | -9% | 6% | 9% | 8.4% | -5%
COc1cc(NC(=O)COC(=O)c2ccc(S(=O)(=O)N3CC(C)CC(C)C3)cc2)c(C)cc1[N+](=O)[O-] (stereo unspecified) | -2% | -5% | 16% | 0.8% | 12%
O=C(NC(=S)Nc1cc(C(F)(F)F)ccc1N1CCOCC1)c1ccco1 | 13% | -5% | 11% | 7.5% | nt
O=C(NC1CCCCC1)N1CCN(c2nc(-c3ccccc3)cs2)CC1 | 8% | 3% | -2% | 5.0% | -4%
O=c1c2ccccc2nc(SCc2ccc([N+](=O)[O-])cc2)n1-c1ccccc1 | -6% | -7% | 31% | i | 19%
SMILES | PhoP GFP inhibition | M. tuberculosis HTS | M. tuberculosis | VEEV TC-83 Vero | H1N1 NS1A inhibition | others
CC(=O)OCC(=O)C1(O)CCC2C3CCC4=CC(=O)C=CC4(C)C3C(O)CC21C (stereo unspecified) | 5% | 0% | -18% | 0.6% | nt
O=C(NCCN1CCOCC1)C(=O)c1c[nH]c2ccccc12 | 2% | 5% | -5% | 1.8% | 6%
O=C1OCCC1Sc1nnc(-c2ccc(Cl)cc2Cl)o1 (stereo unspecified) | 4% | -4% | 2% | i | -12%
CC1CCN(C(=O)CN2C(=O)C(=O)c3ccccc32)CC1 | 5% | -10% | nt | 1.0% | 9%
COc1ccc(CCNC(=O)CCc2nc3sc4c(c3c(=O)[nH]2)CCCC4)cc1 | 2% | -2% | 38% | 2.5% | -7%
COc1ccc(CNC2CCCc3ccccc32)c(OC)c1 (stereo unspecified) | -4% | 1% | 15% | 1.0% | 0%
CCOc1ccc(/C=C2\N=C(c3cccs3)OC2=O)cc1OC | -20% | ? | ? | nt | nt
Oc1cccc(/C=N/Nc2cc(N3CCCC3)nc(N3CCCC3)n2)c1 | 3% | ? | 53% | 8.1% | 3%
Cc1ccccc1/C=N/NC(=O)c1ccc(-n2cnnn2)cc1 | nt | -4% | 4% | 1.9% | -3%
O=C(CSc1nnc(-c2ccncc2)o1)Oc1ccccc1 | -1% | nt | 15% | 2.7% | -6%
CCc1cc(=O)oc2c(C)c(OCC(=O)N3CC[C@@]4(O)CCCC[C@H]4C3)ccc12 | -4% | -15% | -19% | 4.0% | -1%
Cc1cc(NC(=O)Cc2csc(-c3ccccc3)n2)ccc1Br | -5% | -4% | 29% | i | 30%
O=C(Nc1ccccc1[N+](=O)[O-])c1cc2ccccc2nc1Cl | -6% | -2% | 1% | 0.9% | -11%
CCCCN1CN(S(=O)(=O)c2ccc(OC)cc2)c2nc3ccccc3nc21 | 2% | -3% | 3% | 1.8% | 2%
Cc1cc(C(=O)O)cc(S(=O)(=O)N2CCOCC2)c1C | 4% | 6% | -11% | 1.1% | -10%
NNC(=O)CN(CCc1ccccc1)S(=O)(=O)c1ccc(Cl)cc1 | -1% | 0% | 4% | 0.6% | 0%
O=C(NCc1ccco1)/C(=C\c1ccc(F)cc1)NC(=O)c1ccco1 | -5% | 4% | -17% | 0.8% | 4%
CN(C)c1ccc(-c2cc3ccccc3c(=O)o2)cc1 | nt | 6% | 5% | 0.2% | -11% | VEEV TC-83 Vero 10K pilot screen=1.4
COc1ccccc1N(C)S(=O)(=O)c1ccc(C(=O)Nc2cccc(Br)c2)cc1 | nt | 0% | 24% | 7.9% | -1%
COc1ccc(C(=O)Nc2cccc3ccccc23)cc1 | 4% | 65% | 17% | 2.6% | -6%
C=CCn1c(SCc2cc(=O)n3cc(C)ccc3n2)nnc1-c1cccc(C)c1 | 4% | 8% | 4% | 8.4% | -2%
CCc1c(C)sc(NC(=O)Cn2nc(C)c([N+](=O)[O-])c2C)c1C(N)=O | 0% | 0% | 21% | i | 4%
Cc1ccc2nc3nc(NCC4CCCO4)c(C(=O)NC4CCCCC4)cc3c(=O)n2c1 (stereo unspecified) | 8% | 2% | 9% | nt | nt
O=C(C1CCCN(S(=O)(=O)c2ccccc2)C1)N1CCCCC1 (stereo unspecified) | 9% | 8% | 14% | i | -11%
CCCOC1CCCN(C(=O)c2ccc3oc(C(C)C)nc3c2)C1 (stereo unspecified) | -11% | -7% | -8% | 1.8% | -8%
CCOc1ccc(-c2nnn(CC(=O)NCc3ccco3)n2)cc1 | 4% | -8% | -6% | i | 2%
Cc1ccc(NC(=O)Cn2nnc(C(=O)NCc3ccc(Cl)cc3)c2N)cc1F | 2% | 1% | -9% | 1.9% | -9%
O=S(=O)(c1ccc(Cl)cc1)c1nc(-c2ccccc2F)oc1NCCCN1CCOCC1 | 0% | 6% | 6% | 6.7% | -1%
FC(F)(F)c1ccc(C2[C@H]3CN(Cc4cccnc4)[C@H](c4ccccc4)C34CC2(c2cccnc2)C4)cc1 (stereo partly specified) | -1% | ? | 48% | 9.2% | -15%
O=C(Nc1cccc(NC(=O)c2ccco2)c1)c1cccc(Br)c1 | 14% | -7% | 17% | 7.5% | 9%

Retrieved by compound from the list above (3):
SMILES | PhoP GFP inhibition | M. tuberculosis HTS | M. tuberculosis | VEEV TC-83 Vero | H1N1 NS1A inhibition | others
O=S(=O)(c1ccc(Cl)cc1)c1nc(-c2ccccc2F)oc1NCCCN1CCOCC1 | 0% | 6% | 6% | 6.7% | -1%
COc1ccccc1N(C)S(=O)(=O)c1ccc(C(=O)Nc2cccc(Br)c2)cc1 | nt | 0% | 24% | 7.9% | -1%
O=C1OCCC1Sc1nnc(-c2ccc(Cl)cc2Cl)o1 (stereo unspecified) | 4% | -4% | 2% | i | -12%
